# DAX1 inh-1 = DAX1 (NR0B1) inhibitors on StAR promoter, primary screen, cell-based, luminescence, SF-1 (NR5A1), full-length DAX-1. 1.1% of 370,000 active. HEK293T StAR-luciferase reporter, SF-1/DAX-1 repression relief. inhibition, % at 6.8 µM. AID 652010, 2013;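 active means inhibition above the mean over all tested compounds plus 3 SD, cut at about 3.6% in these data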;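 further: 0% = DAX-1 cells with DMSO and 100% = cells lacking DAX-1 with DMSO; higher inhibition means more luminescence from relief of DAX-1 repression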
# NR1D1 modulator = modulators of Rev-erb alpha DNA binding, primary screen, biochemical, FITC-DNA, fluorescence polarization, uHTS; AID 1259318, 2017; Nuclear receptor subfamily 1 group D member 1 (Homo sapiens), P20393; activity, % at 10 µM; 0.79% of 370,000 active; Rev-erbα–FITC-DNA binding, 90 min;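 active means activity above about 14%, limit read from the data; passing the limit was not always enough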;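 further: 0% = DMSO wells with 35 nM protein and 100% = DMSO wells with 750 nM protein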
# Target sequence (P20393 whole entry, looked up): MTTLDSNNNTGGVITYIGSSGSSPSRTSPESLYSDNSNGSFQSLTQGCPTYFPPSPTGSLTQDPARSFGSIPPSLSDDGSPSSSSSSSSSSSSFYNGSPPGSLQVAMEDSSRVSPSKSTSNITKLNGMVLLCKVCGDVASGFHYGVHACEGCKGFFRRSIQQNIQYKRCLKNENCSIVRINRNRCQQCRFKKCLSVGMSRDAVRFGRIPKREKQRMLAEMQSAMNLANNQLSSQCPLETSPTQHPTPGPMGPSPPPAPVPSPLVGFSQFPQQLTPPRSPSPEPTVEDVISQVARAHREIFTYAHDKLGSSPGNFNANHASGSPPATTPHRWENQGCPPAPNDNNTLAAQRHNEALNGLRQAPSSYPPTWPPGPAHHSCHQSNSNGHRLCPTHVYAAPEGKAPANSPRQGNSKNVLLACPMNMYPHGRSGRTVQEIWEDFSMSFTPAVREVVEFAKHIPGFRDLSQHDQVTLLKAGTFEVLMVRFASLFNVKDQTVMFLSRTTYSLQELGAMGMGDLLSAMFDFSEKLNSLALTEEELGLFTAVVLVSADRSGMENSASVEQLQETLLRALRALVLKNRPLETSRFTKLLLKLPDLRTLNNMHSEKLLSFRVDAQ
# PLC-beta3 inh = human PLC-beta3 inhibitors, primary screen, biochemical, fluorescence. 1-phosphatidylinositol 4,5-bisphosphate phosphodiesterase beta-3 (Homo sapiens), Q01970. AID 720704, 2013. inhibition, % at 12.2 µM. 0.18% of 370,000 active. Purified PLC-beta3, fluorogenic substrate; in the data active means inhibition above about 11%;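 further: 0% = median of compound wells on plate and 100% = full blocker control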
# hgDAF12 agonist = H. glycines DAF-12 receptor agonists, primary screen, cell-based, luminescence, HEK293, GAL4 fusion, UAS-luciferase. HEK293 GAL4-hgDAF12 UAS-luciferase reporter, agonist luminescence; normalized to butyrate control. 1.8% of 370,000 active. activation, % at 6.8 µM. AID 687014, 2013;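 active means activation above a cutoff set at the mean of all screened compounds plus 3 SD, cut at about 10% in these data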;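 further: 0% = DMSO wells and 100% = sodium butyrate wells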
# sPLA2-III inh = human group III sPLA2 inhibitors, primary screen, biochemical, QFRET, BODIPY PC-A2 liposome substrate; QFRET BODIPY PC-A2 liposome hydrolysis, fluorescence; inhibition, % at 12.2 µM; 0.56% of 370,000 active; AID 743126, 2013;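 active means inhibition above mean plus 3 SD of compounds lying within the high and low control bounds, cut at about 19% in these data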;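 further: 0% = median of test compound wells and 100% = no enzyme DMSO wells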
# Target sequence (Q9NZ20 whole entry, looked up): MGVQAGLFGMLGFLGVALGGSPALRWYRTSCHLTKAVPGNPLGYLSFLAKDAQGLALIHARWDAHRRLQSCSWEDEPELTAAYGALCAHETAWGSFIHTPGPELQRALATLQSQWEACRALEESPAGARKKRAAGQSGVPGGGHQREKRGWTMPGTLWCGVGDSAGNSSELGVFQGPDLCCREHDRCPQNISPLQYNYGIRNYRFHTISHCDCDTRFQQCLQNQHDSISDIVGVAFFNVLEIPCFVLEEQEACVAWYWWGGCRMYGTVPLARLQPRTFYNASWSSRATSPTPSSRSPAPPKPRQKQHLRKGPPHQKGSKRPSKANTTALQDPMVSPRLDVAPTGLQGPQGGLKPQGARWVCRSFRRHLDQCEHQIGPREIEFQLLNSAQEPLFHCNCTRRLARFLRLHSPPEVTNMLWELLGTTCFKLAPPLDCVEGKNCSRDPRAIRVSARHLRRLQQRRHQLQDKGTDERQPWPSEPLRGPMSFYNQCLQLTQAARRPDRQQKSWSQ
# SMARCA2 act = SMARCA2 (BRM) function activators, primary screen, cell-based, luminescence, high throughput; MG213 cells, MMTV-luciferase reporter, dexamethasone, overnight; activation, % at 9.1 µM; 1% of 370,000 active; in the data active means activation above about 7.8%;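 further: 0% = vehicle wells and 100% = reference activator wells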
# PG9 Ab binder = binders of HIV-1 gp120 antibody PG9, primary screen, biochemical, TR-FRET. 0.43% of 360,000 active. TR-FRET gp120-PG9 antibody binding. inhibition, % at 6.7 µM. AID 624416, 2012. HIV-1 gp120 / PG9 antibody interaction; in the data active means inhibition above about 8.5%
# FXN GAA850 act = FXN promoter activators, primary screen, cell-based, luciferase luminescence, HEK293 lucGAA850. HEK293 lucGAA850 FXN promoter luciferase reporter, 24 h; percent of 10 µM SAHA response. 0.56% of 360,000 active. activation, % at 6 µM;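 active means activation above the average of all compounds screened plus 3 SD, cutoff fixed separately per campaign, cut at about 7.5% in these data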;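 further: 0% = DMSO wells and 100% = 10 µM SAHA wells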
# DAX1 inh-2 = DAX1 (NR0B1) inhibitors, primary screen, cell-based, HEK293, Gal4-DAX1, luciferase luminescence; 0.99% of 340,000 active; inhibition, % at 6.75 µM; AID 504766, 2011; Nuclear receptor subfamily 0 group B member 1 (Homo sapiens), P51843; HEK293 Gal4-DAX1 luciferase reporter;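 active means inhibition above the mean over all tested compounds plus 3 SD, cut at about 4.2% in these data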;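 further: 0% = DAX1-transfected cells with DMSO and 100% = empty-vector control cells with DMSO; inhibition shows as a rise in luminescence from relieved DAX1 repression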
# ssDAF-12 act = S. stercoralis DAF-12 nuclear receptor activators, primary screen, cell-based, luminescence, HEK293, GRIP1 co-expression, lit1-tk-luc | Nuclear hormone receptor DAF-12 (Strongyloides stercoralis) | HEK293 ssDAF-12/GRIP1 lit1-tk-luc reporter; % of 3 µM dafachronic acid response | activation, % at 6.8 µM | 1% of 370,000 active | AID 652126, 2013;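 active means activation above the mean over all tested compounds plus 3 SD, cut at about 0.9% in these data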;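 further: 0% = DMSO-only wells and 100% = 3 µM delta7-dafachronic acid wells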
# hcDAF12 agonist = H. contortus DAF-12 nuclear receptor activators, primary screen, cell-based, luminescence, HEK293, lit1-tk-luc reporter; HEK293 hcDAF-12 lit1-tk-luc reporter; 0% DMSO, 100% Δ7-dafachronic acid; activation, % at 6.8 µM; 1.4% of 370,000 active;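 active means activation above the mean of all tested compounds plus 3 SD, cut at about 5.5% in these data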;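 further: 100% = response to 3 µM Δ7-dafachronic acid high control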
# * hit, by the source's call; i = inactive; · = not tested or not shown.
SMILES,DAX1 inh-1,NR1D1 modulator,PLC-beta3 inh,hgDAF12 agonist,sPLA2-III inh,SMARCA2 act,PG9 Ab binder,FXN GAA850 act,DAX1 inh-2,ssDAF-12 act,hcDAF12 agonist
CC(C)c1cc(C(F)(F)F)nc(NNc2nc(C(C)C)cc(C(F)(F)F)n2)n1,0.3,-3.9,-7.7,0.5,10.0,-2.5,-0.8,-3.1,0.6,-1.9,-1.8
O=S1(=O)CCOC[C@H](c2ccccc2)N1Cc1ccccc1,0.5,1.4,0.7,0.7,4.0,0.6,-0.7,0.8,-0.1,-1.2,-1.5
COc1ccc(/C=C2/SC(=O)NC2=O)cc1,2.5,3.0,4.0,10.1,-10.2,3.3,-1.5,1.7,1.8,-0.7,2.7
O=C(CCN1C(=O)C2C3C=CC(C3)C2C1=O)NC1CCCc2ccccc21 (stereo not drawn),-0.5,0.4,-0.1,1.6,-0.9,0.5,-2.6,0.6,-0.4,-0.3,1.3
CC1(C(=O)NCc2ccc3c(c2)OCO3)CCN1CCc1ccccc1 (stereo not drawn),0.4,4.0,0.0,-3.0,-5.6,-2.1,-0.6,2.7,·,-1.2,-0.9
O=C(CN1C(=O)CCSc2ccc(S(=O)(=O)N3CCCC3)cc21)Nc1ccccc1,-0.7,-3.7,-4.7,2.1,9.6,-1.6,-2.1,1.5,-0.6,-0.2,4.6
O=C(COC(=O)c1ccc(O)cc1)Nc1ccccc1,-0.2,4.7,1.9,-0.1,-6.3,-0.6,0.4,-0.6,0.8,-1.2,-0.7
CN1C[C@@H]2[C@@H]3C(=O)N(C)C(=O)[C@@H]3[C@](Cc3ccccc3)(C1=O)N2C(=O)c1ccccc1,-0.2,-0.3,-0.3,0.9,10.0,-0.5,1.6,0.2,1.2,-1.1,-1.2
CN1CCCCCC1=Nc1ccc([N+](=O)[O-])cc1,-0.1,-1.3,-2.7,-0.7,-0.2,2.2,-0.8,3.0,2.8,-0.7,0.3
CCNC(=O)C1(C)CCCN(Cc2ccc(-c3ccccn3)cc2)C1 (stereo not drawn),-0.2,1.2,-3.4,-2.4,8.2,-1.9,0.4,-1.6,·,-0.5,0.1
CCc1ccccc1NC(=O)CN1CCN(C(=O)CNC(=O)c2ccc(-c3ccccc3)cc2)CC1,-4.9,-1.6,-9.2,-3.8,-13.2,-4.3,-2.0,-2.0,-1.1,-1.1,-3.1
Cc1cc(Cl)ccc1NC(=S)NCCc1ccc(Cl)cc1,0.3,9.0,-2.8,2.1,3.3,-4.0,-2.0,2.1,1.9,-1.1,2.2
CC(Cc1cccs1)NC(=O)Nc1ccc([N+](=O)[O-])cc1 (stereo not drawn),0.1,5.8,4.8,13.1*,-18.3,-1.5,-2.1,2.8,0.4,0.6,1.9
CCc1nnc(NC(=O)COc2ccc3ccccc3c2)s1,-0.3,-0.5,-10.3,2.2,-1.4,-3.5,1.3,0.5,-2.2,0.4,4.2
Cc1cc(=O)oc2cc(OCC(=O)NCC3CCCO3)ccc12 (stereo not drawn),-0.5,2.4,-5.1,2.7,2.9,-1.1,-0.9,3.1,-0.5,-1.3,-1.8
COCCN(C(=O)c1cc2c(s1)CCC2)c1c(N)n(CC(C)C)c(=O)[nH]c1=O,0.5,-29.2,-13.1,-1.2,14.8,-2.1,0.9,-0.5,0.6,-1.0,-1.7
CC(=O)Nc1ccc(S(=O)(=O)N(Cc2cccnc2)Cc2cc3ccc(C)cc3[nH]c2=O)cc1,-0.2,3.9,-30.5,-1.9,-5.0,2.5,-1.9,0.5,-0.8,-0.6,-0.9
CC1=C(C(=O)N2CCCCCC2)CC(CC(=O)NCCN2CCOCC2)C(=O)N1Cc1ccc(F)cc1 (stereo not drawn),0.7,-3.2,2.5,2.0,-1.9,2.3,0.7,·,·,-1.0,0.7
CC1(C)CC(=O)C2=C(C1)OC(c1ccncc1)C(C#N)=C2N (stereo not drawn),-0.2,2.0,5.4,0.5,-0.2,-1.6,-2.8,1.0,0.0,-1.2,0.3
CC1CCCN(c2ccc(C(=O)NCc3cccs3)cn2)C1 (stereo not drawn),2.8,-3.0,-6.1,5.7,-0.7,1.3,0.3,5.0,0.2,-0.3,0.4
COc1ccc(NC(=O)c2ccc(-c3ccc(-c4noc(C)n4)cc3C)cc2)cc1N1CCN(C)CC1,0.7,3.4,-28.5,2.0,-19.6,13.0*,0.1,-0.2,-0.6,-1.6,-2.8
O=S1(=O)CCC(NC(=S)SCc2ccccc2Br)C1 (stereo not drawn),0.6,1.7,3.3,-2.6,-1.0,-1.7,-1.9,0.5,0.0,-1.1,-0.6
CCN(CC)C(=O)CSc1nnc(CCCCCNC(=O)OC(C)(C)C)o1,0.1,1.8,1.4,-0.8,-0.1,-2.0,1.2,0.2,-0.1,-1.6,-1.4
OC(c1ccc(F)c(F)c1)c1nc(-c2cccc(F)c2)cs1 (stereo not drawn),-1.7,8.8,-2.6,1.9,-8.4,-0.8,1.6,3.2,·,-0.9,0.3
CCOC(CNC(=O)c1ccc(N2CCc3ccccc32)c([N+](=O)[O-])c1)OCC,-1.6,10.1,2.6,-2.9,3.2,-5.4,-4.2,-1.4,-3.4,-1.5,-1.7

# Later entries:
SMILES,DAX1 inh-1,NR1D1 modulator,PLC-beta3 inh,hgDAF12 agonist,sPLA2-III inh,SMARCA2 act,PG9 Ab binder,FXN GAA850 act,DAX1 inh-2,ssDAF-12 act,hcDAF12 agonist
COc1ccccc1CNC(=O)C1CCC(CNc2c(N3CCC(C)CC3)c(=O)c2=O)CC1 (stereo not drawn),-0.2,1.7,-7.3,-2.1,15.9,-2.0,0.2,1.9,2.9,-0.8,0.1
O=C(NNC(=O)C12CC3CC(CC(C3)C1)C2)c1ccccn1,-1.5,6.6,0.0,-5.4,-1.9,3.2,-0.2,10.2*,-1.5,-2.0,-1.8
CCN1CCN(C(=S)Nc2ccc3nc(N4CCN(C)CC4)cc(C)c3c2)CC1,-0.5,-2.6,-271.6,0.6,-10.5,-2.3,-2.3,-0.9,0.2,-1.0,1.7
O=C(NCc1ccccc1)c1ccc2c(c1)S(=O)(=O)c1cc(Cl)ccc1C2=O,-0.6,8.0,-1.8,0.8,1.8,0.0,-1.8,0.9,0.5,-0.8,-1.0
Cc1cc(N)n2ncc(-c3cccc(Br)c3)c2n1,4.9*,4.7,-433.7,10.2,3.0,4.3,-0.9,5.4,0.4,0.5,3.8
Cc1ccc(CSCCNC(=O)c2ccc(NS(C)(=O)=O)cc2)cc1,-0.6,0.0,2.0,0.8,-3.8,-1.9,0.9,0.5,0.3,-0.9,-3.0
Clc1ccc(CNCCCSc2ncccn2)cc1,-0.4,-0.8,-6.6,-0.7,4.8,-1.3,-2.9,1.8,1.7,-1.3,-1.6
O=C(Nc1ccccc1F)c1ccc(Cn2cc(Br)cn2)cc1,1.4,2.4,0.4,7.0,0.3,3.4,1.4,2.7,0.5,-1.4,0.8
COc1cc(CN2CCNC(=O)C2CC(=O)NC2CCC2)cc(OC)c1 (stereo not drawn),-0.1,-0.3,-11.8,1.5,-2.4,3.1,-2.0,-1.2,1.4,-1.2,-1.5
CCOC(=O)c1c(NC(=O)C2COc3ccccc3O2)sc(C(C)=O)c1C (stereo not drawn),-0.3,10.0,-0.2,-0.1,10.1,0.9,2.5,1.2,-0.5,-1.0,-1.7
CSCCC(C(=O)NC(C)(C)C)n1c(-c2cccc(NC(C)=O)c2)nc2ccccc21 (stereo not drawn),0.1,-1.4,-7.6,3.5,-0.3,0.0,-1.1,·,·,-0.9,-0.6
CCOc1ccc(N2C(=O)S/C(=C\c3cccn3C)C2=O)cc1,0.0,22.1,-4.0,8.9,12.5,-0.5,-1.5,4.5,0.4,-0.8,0.7
O=[N+]([O-])c1ccccc1S(=O)(=O)N1CCN(Cc2ccc3c(c2)OCO3)CC1,0.2,7.7,4.2,-0.6,-1.7,-6.4,-1.1,1.1,1.2,-0.9,-1.5
O=C1c2ccccc2C(=O)C1c1ccccn1,1.9,1.2,-1.7,9.9,15.4,7.7,-1.5,4.2,1.6,-0.9,5.0
CCn1c(=S)sc2c(=O)n(-c3ccccc3)c(SCC(=O)NCc3ccco3)nc21,-0.6,-4.6,2.9,-0.3,5.4,-4.2,-0.2,0.8,-0.9,-1.0,-3.1
CN1CC(C(=O)O)Cc2c1ccc1ccccc21 (stereo not drawn),-0.2,-7.4,-225.4,-1.4,-0.9,2.7,-4.2,1.2,1.4,-0.2,2.1
CCc1noc(C)c1C(=O)Nc1cccc2ncccc12,0.1,-4.1,-11.5,-1.9,2.1,-0.5,-2.2,1.4,-0.2,-0.6,-2.0
CCOC(=O)c1cnn(-c2nc(-c3ccccc3)cs2)c1C(F)(F)F,-0.7,10.6,-100.1,2.1,-4.2,1.2,-1.6,2.0,-0.9,-1.4,-2.7
CCOC(=O)c1[nH]c2cc3c(cc2c1NC(=O)CN1CCN(CCO)CC1)OCO3,-0.2,4.7,i,2.0,12.9,-4.5,-0.7,-1.8,0.0,0.0,-0.8
c1ccc(C(c2ccccc2)c2noc(CN3CCN(C4CCCC4)CC3)n2)cc1,0.9,-5.5,-0.3,-1.7,-4.7,-1.8,0.0,0.2,-0.2,-1.2,-1.3
O=C(Cn1c(=O)sc2ccccc21)NCc1ccccn1,2.6,3.6,-0.4,3.3,7.4,0.9,0.1,1.9,3.5,-0.6,0.3
CCOc1ccc(-c2noc(-c3csc([C@@H]4C[C@H](O)[C@@H](CO)O4)n3)n2)cc1,-0.7,-6.6,-2.4,2.1,-0.5,0.3,-1.2,2.0,·,-1.7,1.0
O=C(c1cccc2ccccc12)N1CCCCC1,0.1,-1.2,0.9,4.6,0.1,3.7,-3.1,0.0,-2.6,-0.6,2.5
O=C(NCCN1CCC(n2c(=O)[nH]c3ccccc32)CC1)c1ccc(F)cc1,0.2,3.9,-1.9,2.7,2.1,-1.7,0.2,·,·,-0.9,-0.9
COc1ccccc1CNC(=O)C(=O)NCCC1CCCCN1S(=O)(=O)c1ccc(C)cc1 (stereo not drawn),-0.9,-2.4,-0.1,-3.8,-10.2,-1.6,-1.6,-2.2,-1.3,-1.6,-0.1
CCC1CCCCN1C(=O)COC(=O)c1cccs1 (stereo not drawn),0.7,-0.5,-2.5,0.8,13.8,0.3,1.1,1.1,1.0,-1.1,0.5
O=C(NCc1ccco1)c1sc(=S)n2c1[nH]c(=O)c1ccccc12,0.0,3.9,-14.4,0.8,-8.1,1.7,-2.1,-0.6,0.7,-0.7,-0.2
Cn1cccc1/C=N\NC(=O)Cc1ccc(Br)c2ccccc12,-1.9,4.4,-0.9,-3.9,-3.2,-6.0,0.0,-1.2,-0.6,-2.0,-3.3
